Compound activity from PubChem.
TMEM16A inh: mouse TMEM16A channel inhibition, primary screen; Q8BHY3; HEK293 TMEM16A/YFP iodide influx fluorescence, ionomycin; normalized B-score (activity score, 25-100; higher = stronger inhibition) at 10 µM; 1.2% of 310,000 active;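 active means ratio plate-corrected score three or more library SD toward inhibition, starting fluorescence score within five deviations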;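 further: score derived from kinetic fluorescence span divided by baseline fluorescence per well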
KCNK9 inh: human KCNK9 channel inhibition. AID 488922. HEK293 KCNK9, FluxOR thallium flux fluorescence; stronger effect = lower value. B-score at 10 µM. 1.2% of 310,000 active;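 active means ratio B-score over 3 SD below the library mean, with starting fluorescence within 5 SD of its mean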;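 further: negative B-score means less thallium flux so channel inhibition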
ANO1 activ: activates or potentiates the mouse TMEM16A chloride channel; Q8BHY3; HEK293 TMEM16A/YFP-H148Q/I152L, iodide quench fluorescence; stronger effect = lower value; B-score at 10 µM; 0.3% of 340,000 active; AID 623877;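 active means fluorescence-ratio B-score plate-corrected deviation score at least 3 library SD below zero, with starting fluorescence score within 5 deviations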;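 further: channel opened by trigger with iodide after compound preincubation; score built on the fluorescence ratio of max minus min over baseline; more negative score means more quench and so TMEM16A activation or potentiation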
KCNQ1 pot: potentiators or activators of human KCNQ1 potassium channel | P51787 | B-score at 10 µM | 0.35% of 310,000 active | CHO-K1 KCNQ1, thallium flux FluxOR fluorescence; stronger effect = higher value;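 active means fluorescence ratio B-score, a plate-corrected score, at least three library SD, with initial intensity B-score within 5 SD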
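assay system = CHO-K1 cells stably expressing KCNQ1 | medium = assay buffer, equal DMSO in all wells | timing = 37 °C overnight plating, 90-min dark dye load, 20-min compound pretreatment | measured by = kinetic FluxOR thallium fluorescence, 10-s 1-Hz baseline, 110-s post-stimulus read | measure = fluorescence change relative to baseline, converted to B score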
KCNK3 block: human KCNK3 channel inhibition, primary screen; O14649; 0.84% of 340,000 active; AID 602410; B-score at 10 µM; CHO-KCNK3 thallium flux, FluxOR fluorescence; stronger effect = lower value;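 active means B-score under library mean minus 4 SD, starting fluorescence ratio at most library mean plus 5 SD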;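 further: more negative B-score means stronger inhibition of thallium flux through KCNK3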
Target sequence (O14649 whole entry, looked up): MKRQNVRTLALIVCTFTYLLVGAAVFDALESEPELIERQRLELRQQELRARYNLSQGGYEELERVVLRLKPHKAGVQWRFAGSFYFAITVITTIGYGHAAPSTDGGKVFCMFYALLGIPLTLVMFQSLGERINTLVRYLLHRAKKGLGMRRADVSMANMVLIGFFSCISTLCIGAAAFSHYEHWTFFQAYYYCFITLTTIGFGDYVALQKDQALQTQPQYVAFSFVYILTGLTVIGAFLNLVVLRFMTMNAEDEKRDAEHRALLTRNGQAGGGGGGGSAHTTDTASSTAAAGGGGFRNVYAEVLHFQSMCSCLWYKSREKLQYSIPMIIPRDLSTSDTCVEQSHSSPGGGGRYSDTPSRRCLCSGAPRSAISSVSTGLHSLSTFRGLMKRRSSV
RGS4 inh: human RGS4 inhibition; HEK293 M3R/RGS4 inducible, Fluo-4 calcium flux; stronger effect = higher value; triggered by carbachol at its EC20; B-score at 10 µM; 0.45% of 310,000 active;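 active means B-score, a plate-corrected calcium signal, over three deviations above library mean, with baseline fluorescence within five deviations of library mean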;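 further: RGS4 expression induced by doxycycline in cells with stable M3 receptor; B-score is computed from the integrated fluorescence ratio over baseline after carbachol; higher B-score means a larger calcium signal and so more RGS4 inhibition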
Target sequence (P49798 whole entry, looked up): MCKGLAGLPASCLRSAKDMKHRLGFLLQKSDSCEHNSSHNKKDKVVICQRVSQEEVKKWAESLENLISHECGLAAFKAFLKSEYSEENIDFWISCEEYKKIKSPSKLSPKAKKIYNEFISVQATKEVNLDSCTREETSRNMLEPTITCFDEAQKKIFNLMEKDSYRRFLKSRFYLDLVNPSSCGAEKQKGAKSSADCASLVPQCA
HDAC3 inhib: inhibitors of human histone deacetylase 3; O15379; recombinant HDAC3, fluorogenic peptide/trypsin coupled, fluorescence; inhibition, % at 8.3 µM; 0.15% of 320,000 active; AID 2718; in the data active means inhibition above about 26%, passing the limit was not always enough
Target sequence (O15379 whole entry, looked up): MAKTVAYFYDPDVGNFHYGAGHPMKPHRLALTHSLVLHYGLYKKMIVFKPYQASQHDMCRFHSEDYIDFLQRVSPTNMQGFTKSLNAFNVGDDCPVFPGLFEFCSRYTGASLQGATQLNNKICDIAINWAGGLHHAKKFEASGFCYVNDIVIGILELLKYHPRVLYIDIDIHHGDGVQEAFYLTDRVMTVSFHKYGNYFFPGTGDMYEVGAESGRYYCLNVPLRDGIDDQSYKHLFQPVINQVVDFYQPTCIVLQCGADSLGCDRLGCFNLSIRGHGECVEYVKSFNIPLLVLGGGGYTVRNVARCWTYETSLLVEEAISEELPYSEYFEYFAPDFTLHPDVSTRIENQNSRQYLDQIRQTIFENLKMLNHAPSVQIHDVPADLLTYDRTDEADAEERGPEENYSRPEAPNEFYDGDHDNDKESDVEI
hERG rescue: compounds protecting human hERG from proarrhythmic drug block; Q12809; CHO-hERG, FluxOR thallium flux, dofetilide IC70 present; activation (rescue from dofetilide block), less the hit threshold, % at 10 µM; 0.51% of 310,000 active; AID 1511;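 active means activation above the mean of controls blocked by dofetilide plus 5 SD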;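 further: thallium influx through hERG after potassium depolarization seen as dye fluorescence rise; in these data hits start at about 4.7%; inactives centre near -7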
SKKanGAS inh: SKKanGAS growth inhibition; S. pyogenes SKKanGAS, kanamycin growth, BacTiter-Glo, 6 h; inhibition, % at 7.5 µM; 1.3% of 300,000 active;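 active means mean replicate score, as percent of positive control median, at least 50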;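 further: strain carries kanamycin resistance gene driven by streptokinase promoter and grows in 40 µg/ml kanamycin; loss of luminescence reflects streptokinase promoter inhibition or plain growth inhibition; 0% = median of DMSO wells and 100% = positive control at its reference dose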
KCNQ1 inh: human KCNQ1 channel inhibition | AID 2642 | 1.3% of 310,000 active | B-score at 10 µM | CHO-K1 KCNQ1, FluxOR thallium flux fluorescence; stronger effect = higher value | P51787;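 active means compounds whose thallium flux B-score, printed positive for inhibition, exceeds three library SD while starting fluorescence stays within three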;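 further: channel opened by potassium depolarization with thallium stimulus after 20 min compound exposure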
RGS4 pot: RGS4 potentiation or activation; HEK293 M3R/inducible RGS4, carbachol calcium flux Fluo4; stronger effect = lower value; B-score at 10 µM; 0.92% of 310,000 active; AID 463111;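 active means B-score of the integrated calcium signal more than 4 SD below the library mean, with starting fluorescence not abnormally high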;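 further: negative B-score means reduced calcium response which marks RGS4 activation or potentiation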
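Test system: HEK293 cells with stable M3R and inducible RGS4; also added: carbachol at ECmax as muscarinic agonist stimulus; schedule: dye loading 30 min 37 °C, buffer rest 30 min RT; technique: kinetic calcium fluorescence imaging with Fluo4-AM dye, 2 µM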
Numbers without * were called inactive; i = inactive; . = no result given.

SMILES	TMEM16A inh	KCNK9 inh	ANO1 activ	KCNQ1 pot	KCNK3 block	RGS4 inh	HDAC3 inhib	hERG rescue	SKKanGAS inh	KCNQ1 inh	RGS4 pot
CN(C)S(=O)(=O)c1ccc(C(=O)OCc2nnc(-c3ccccc3)o2)cc1	i	i	i	i	i	i	.	-5	-4	i	i
Cc1cnc(C(=O)OC(C)C(=O)NC2CCCc3ccccc32)cn1 (stereo not given)	i	i	i	i	i	i	-5	-14	-2	i	i
COc1cc(-c2[nH]ncc2CN2CCSCC2)cc(OC)c1OC	i	i	i	i	i	i	.	-19	-5	i	i
CC(C)OC(=O)N(C)c1ccc(C(O)(C(F)(F)F)C(F)(F)F)cc1	i	i	i	i	i	i	17	0	8	i	i
Cc1cccc(NC(=O)C2CCN(S(=O)(=O)c3c(C)[nH]c(=O)[nH]c3=O)CC2)c1	i	i	i	i	i	i	.	-5	-1	i	i
Cc1ccc(C(C)C)c(OCCNS(C)(=O)=O)c1	i	i	i	i	i	i	0	-4	-4	i	i
O=[N+]([O-])c1ccc(OCc2cnc(Cl)s2)c([N+](=O)[O-])c1	i	i	i	i	i	i	4	2	-13	i	i
CN1C2C=C(N(CCc3c[nH]c4ccccc34)C(=O)c3ccc(Cl)cc3)CC1CC2 (stereo not given)	i	i	i	i	i	i	-4	-6	0	i	i
CCOC(=O)NCc1ccc(Cl)c(Cl)c1	i	i	i	i	i	i	-5	-11	2	i	i
C/C(CCN1CCc2nc(-c3ccccc3)c(-c3ccccc3)cc2C1)=N\OC[C@@H](C)[C@H](OCc1ccccc1)C(C)C	i	i	.	i	.	i	4	-9	4	i	i
O=S(=O)(c1ccccc1)N1CCN(C(=S)NCCCN2CCOCC2)CC1	i	i	i	i	i	i	8	-11	0	i	i
CC(=O)Oc1ccc(/C=N\NC(=O)c2cc3c(ccc4ccccc43)o2)cc1	i	i	i	i	i	i	-9	-12	6	i	i
CCN(CC)C(=O)c1sc(NC(=O)c2cccs2)c(C#N)c1C	i	i	i	i	i	i	6	-3	-9	i	i
Cc1nc(-c2ccccc2)[nH]c(=O)c1Oc1ccc(Cl)cc1Cl	i	i	i	i	i	i	-1	-5	17	i	i
COc1ccc(-c2cnc(NCc3cc4c(cc3[N+](=O)[O-])OCO4)n2C)cc1	i	i	i	i	i	i	2	-9	-3	i	i
CCCN(CC(=O)Nc1ccccc1C)C(=O)c1ccc(C(=O)c2ccccc2)cc1	i	i	i	i	i	i	-4	-18	-1	i	i
CCOC(=O)Nc1ccc(S(=O)(=O)N(C)C(C)C)cc1	i	i	i	i	i	i	-7	-15	-4	i	i
COc1ccc(/C=N/Nc2ccccn2)cc1OC	i	i	i	i	i	i	13	-4	3	i	i
C=CCn1c(C)nnc1SCC(=O)NC1CCCCC1	i	i	i	i	i	i	0	-4	0	i	i
Cc1ccc(SCC(=O)OCC(=O)NCc2cccs2)cc1C	i	i	i	i	i	i	-4	-11	0	i	i
Cc1nn2c(N3CCN(CCO)CC3)c3c(nc2c1-c1ccccc1)CCCC3	i	i	i	i	i	i	3	-17	5	i	i
Cn1cnnc1SCc1ccc(C#N)cc1	i	i	i	i	i	i	-4	-5	2	i	i
COc1cc(/C=C/CO)cc(OC)c1O[C@@H]1O[C@H](CO)[C@@H](O)[C@H](O)[C@H]1O	i	i	i	i	i	i	5	-3	2	i	i
O=C(c1cccc(C(=O)N2CCN(Cc3ccccc3)CC2)c1)N1CCN(Cc2ccccc2)CC1	25*	i	i	i	i	i	2	-11	2	i	i
Cc1ccc(NC(=O)c2cc(-c3ccc(F)cc3)on2)cc1C	i	i	i	i	i	i	-3	-9	0	i	i
CC(C)(C)C(=O)Nc1sc2c(c1C#N)CCC2	i	i	i	i	i	i	6	-1	5	i	i
O=C1N/C(=N\S(=O)(=O)c2ccccc2)S/C1=C\c1cc([N+](=O)[O-])ccc1O	i	i	i	i	i	i	8	-6	5	i	i
c1ccc(-c2oc3ncnc(NCCCN4CCOCC4)c3c2-c2ccccc2)cc1	i	i	i	i	i	i	-45	-19	15	i	i
Cc1ccc(C(=O)Nc2ccccc2C(=O)NC2CCCCC2)cc1S(=O)(=O)N1CCOCC1	i	i	i	i	i	i	-7	-5	25	i	i
CCCN1C(=O)SC(CC(=O)Nc2ccc(C)cc2)C1=O (stereo not given)	i	i	i	i	i	i	1	-5	1	i	i
CCOC(=O)c1c(N)nn(C(=O)c2ccccc2F)c1-c1ccc(OC)cc1	i	i	i	i	i	i	5	-9	-3	i	i
Cn1cccc1CC(=O)NNC(=S)Nc1ccccc1Cl	i	i	i	i	i	i	5	-8	-3	i	i
O=C(Nc1c2c(nn1-c1ccc(F)cc1)CS(=O)C2)C12CC3CC(CC(C3)C1)C2 (stereo not given)	i	i	i	i	i	i	0	-8	2	i	i
C=C(C)C1Cc2c(C)nn(-c3nc(C)cc(C)n3)c2C1 (stereo not given)	i	i	i	i	i	i	-3	-7	56*	i	i
CCS(=O)(=O)Nc1ccccc1C(N)=O	i	i	i	i	i	i	4	-19	3	i	i
C/C(=N\NC(=O)C(C)Sc1ccccc1)C(C)(C)C (stereo not given)	i	i	i	i	i	i	-1	-3	13	i	i
COc1ccc(CCn2c(NN)nc3c2c(=O)[nH]c(=O)n3C)cc1	i	i	i	i	i	i	-4	-3	10	i	i
CN1CC[n+]2c(CN3C(=O)c4ccccc4C3=O)csc21	i	.	i	.	i	.	-7	.	-4	.	.
CC(=O)Nc1ccc(N=Cc2c(O)c3ccccc3oc2=O)cc1	i	i	i	i	i	i	1	-7	1	i	i
CCC(=O)NC(Nc1ccccn1)(C(=O)OC)C(F)(F)F (stereo not given)	i	i	i	i	i	i	5	-4	2	i	i
CCCCC/S(CC1CC1(Cl)Cl)=N\S(=O)(=O)c1ccc(C)cc1 (stereo not given)	i	i	i	i	i	i	-1	-7	2	i	i
Cc1ccccc1NC(=O)CN(c1ccc(F)cc1)S(C)(=O)=O	i	i	i	i	i	i	0	-14	1	i	i
Cc1[nH]c2ccccc2c1C(=O)CSC(=S)N1CCCCC1	i	i	-12*	i	i	i	-1	-4	-13	i	i
O=c1cc(-c2ccccc2)n(S(=O)(=O)c2ccc3ccccc3c2)o1	i	i	i	i	i	i	-3	1	-5	i	i
Cc1ccc(-c2sc(C(=O)NN)c(C)c2C#N)cc1	i	i	i	i	i	i	-4	-6	25	i	i
CC(C)n1cc(/C=C2/SC(=O)N(CC(=O)Nc3ccc4c(c3)OCO4)C2=O)c2ccccc21	i	i	i	i	i	i	-8	-3	3	i	i
Cc1ccncc1C(N)=O	i	i	i	i	i	i	.	-7	1	i	i
COc1ccc(CNC(=O)CN(C(=O)CCC(=O)Nc2ccccn2)c2ccccc2OC)cc1	i	.	i	.	i	.	5	.	-5	.	.
C/C(=N\Nc1cc(-c2ccccc2)nc(-c2ccccc2)n1)c1ccc(O)c(C)c1	i	i	i	i	i	i	3	-12	98*	i	i
CC(=O)Nc1nc(C)c(-c2csc(Nc3cccc([N+](=O)[O-])c3)n2)s1	i	i	i	i	i	i	0	0	11	i	i
CCN(CC(=O)NCc1ccc(Cl)cc1)C(=O)CSc1cc(C)ccc1C	i	i	i	i	i	i	1	-13	-5	i	i
Cc1ccc2c(=O)cc(C(=O)NCc3ccccc3)oc2c1C	i	i	i	i	i	i	3	-3	1	i	i
Cn1c(=O)c2c(nc(SCCN3CCOCC3)n2Cc2ccc(F)cc2)n(C)c1=O	i	i	i	i	i	i	1	-8	3	i	i
COc1cc(C(=O)NNC(=S)Nc2ccc(S(N)(=O)=O)cc2)cc(OC)c1OC	i	i	i	i	i	i	1	-11	-6	i	i
O=C(CCc1nc(-c2ccccc2F)no1)NC1CCCCC1	i	i	i	i	i	i	-2	-5	4	i	i
Cc1ccc(S(=O)(=O)N(C)CCCC(=O)NC(C)(C)C)cc1	i	i	i	i	i	i	-2	-4	3	i	i
O=C(NCc1nnnn1-c1ccc(F)c(F)c1)c1ccc(S(=O)(=O)N2CCOCC2)cc1	i	i	i	i	i	i	1	-14	-8	i	i
Cc1cc(C)c2nc(SCC(=O)Nc3cc(C)on3)c(C#N)cc2c1	i	i	i	i	i	i	-7	-7	-10	i	i
S=C(Nc1cc(Cl)cc(Cl)c1)N1CCCC1	i	i	i	i	i	i	2	-10	-10	i	i
COc1cccc(-c2nc(-c3ccccn3)no2)c1OC	i	i	i	i	i	i	-3	3	-8	i	i

An excerpt of the results above:
SMILES	TMEM16A inh	KCNK9 inh	ANO1 activ	KCNQ1 pot	KCNK3 block	RGS4 inh	HDAC3 inhib	hERG rescue	SKKanGAS inh	KCNQ1 inh	RGS4 pot
S=C(Nc1cc(Cl)cc(Cl)c1)N1CCCC1	i	i	i	i	i	i	2	-10	-10	i	i
COc1cccc(-c2nc(-c3ccccn3)no2)c1OC	i	i	i	i	i	i	-3	3	-8	i	i

Further records follow:
SMILES	TMEM16A inh	KCNK9 inh	ANO1 activ	KCNQ1 pot	KCNK3 block	RGS4 inh	HDAC3 inhib	hERG rescue	SKKanGAS inh	KCNQ1 inh	RGS4 pot
COC(C(=O)Nc1ccc(Cl)cc1C)c1ccccc1 (stereo not given)	i	i	i	i	i	i	.	-12	-9	i	i
O=C1Nc2ccc(Br)cc2/C1=C/C1CC=CCC1 (stereo not given)	i	i	i	i	i	i	0	4	-3	i	i
Cn1c(=O)c2c(nc(NCc3ccco3)n2CC(O)CO)n(C)c1=O (stereo not given)	i	i	i	i	i	i	-4	-2	1	i	i
COc1ccccc1NC(=O)CC1CCCC1	i	i	i	i	i	i	-2	1	-8	i	i
CCOn1c(SC(C)C)nc2ccccc2c1=O	i	i	i	i	i	i	3	-7	2	i	i
CCOc1ccc(Cn2nnc(C(=O)Nc3cc(OC)cc(OC)c3)c2N)cc1	i	i	i	i	i	i	2	-11	-4	i	i
CC(C)c1ccc(CN2CC(C(=O)Nc3ccccc3)CC2=O)cc1 (stereo not given)	i	i	i	i	i	i	-7	-9	-7	i	i
Cc1c(C)c2ccc(OCC(=O)N3CCN(c4ccc(F)cc4)CC3)c(C)c2oc1=O	i	i	i	i	i	i	-7	-8	-8	i	i
COCCN(Cc1ccco1)C(=O)C1CCCN(c2ncnc3c2nc2n3CCCCC2)C1 (stereo not given)	i	i	i	i	i	i	-2	-11	-8	i	i
COc1cc(-c2c(-c3cc(OC)c(OC)c(OC)c3)noc2C)ccc1F	i	i	.	i	.	i	5	-8	-4	i	i
